Screens from PubChem.
Pf apPOL inh – Pf-apPOL DNA polymerase inhibition | Recombinant Pf-apPOL, molecular beacon fluorescence, 1.5 h | inhibition, % at 10 µM | hit rate 0.25% among 210,000 | AID 1794808
mHTT-CaM PPI inh – inhibitors of human mutant huntingtin-calmodulin interaction; inhibition, % at 15 µM; P42858; hit rate 3.6% among 190,000; AlphaScreen His-mHTT/GST-CaM binding, luminescence; AID 1671202;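 also: 0% = both proteins with DMSO and 100% = one protein alone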
* marks the source's active call; other numbers are inactive results; . = not tested or not shown; & = joins results of further samples. Rule as the data show it: active = inhibition above about 50%; inactive = the rest.

Start of the listing, in advance (3 entries):
SMILES	Pf apPOL inh	mHTT-CaM PPI inh
Cc1ccc(CNC(=O)C2CCCN(c3nc4ccccc4[nH]3)C2)cc1 (stereo not drawn)	-4	-4
O=C(c1cnccn1)N1CCCC2(C1)Nc1ccccc1NC2=NCc1ccccc1 (stereo not drawn)	-2	26
CCc1nccn1Cc1nc(-c2cccc(OC)c2)no1	-4	1

Main list, previewed entries included:
SMILES	Pf apPOL inh	mHTT-CaM PPI inh
Cc1ccc(CNC(=O)C2CCCN(c3nc4ccccc4[nH]3)C2)cc1 (stereo not drawn)	-4	-4
O=C(c1cnccn1)N1CCCC2(C1)Nc1ccccc1NC2=NCc1ccccc1 (stereo not drawn)	-2	26
CCc1nccn1Cc1nc(-c2cccc(OC)c2)no1	-4	1
N#CC1=C(N)Oc2n[nH]c(-c3ccc4c(c3)OCO4)c2C1c1ccc(C(F)(F)F)cc1 (stereo not drawn)	-6	14
COc1ccccc1CC(=O)N1CCC(CCOc2cccnc2)CC1	-5	10
CCCCN(C)C(=O)c1cc(-c2ccc3c(c2)OCO3)on1	-2	-8
CC1(C(=O)N2CCN(c3ccc([N+](=O)[O-])cc3)CC2)CC1(Cl)Cl (stereo not drawn)	-4	36
Cc1ccc(S(=O)(=O)c2c(N)n(CCO)c3nc4ccccc4nc23)cc1	-2	35
COc1ccc(C2CCCN2C(=O)Cn2nc(C(F)(F)F)cc2C)cc1 (stereo not drawn)	-4	-8
CCCC(=O)Nc1ccc(NC(=O)COc2ccccc2)cc1	0	-4
CCCCN1C(=O)C(=O)c2cc(Br)ccc21	-6&1	21&18
Cc1ccc(NC(=O)CN2C(=O)C(c3ccccc3)=NC23CCCCCC3)cc1	-5	20
Cn1c(-c2ccccc2)nn(CCNC(=O)c2ccc(N3C(=O)CCC3=O)cc2)c1=O	-9	-10
CC(CC(=O)Nc1ccc(Cl)cc1Cl)c1ccccc1 (stereo not drawn)	-8	-14
CN1CCN(C(=O)c2ccc(S(=O)(=O)Cc3ccccc3Cl)c([N+](=O)[O-])c2)CC1	-1	3
CC(C)c1cc(C2CCCN2C(=O)c2cc(C3CCCCC3)no2)no1 (stereo not drawn)	-3	11
COc1cc(NC(=O)c2ncc(C(F)(F)F)cc2Cl)c(C(=O)O)cc1OC	3	.
O=C(NCCCN1CCC(Cc2ccccc2)CC1)C1CC(=O)N(C2CCCC2)C1 (stereo not drawn)	-7	-4
O=C(NCCSc1c(-c2ccccc2)[nH]c2ccccc12)C12CC3CC(CC(C3)C1)C2	-2	16
O=C(Cc1ccccc1)N1N=C(c2ccc([N+](=O)[O-])cc2)CC1(O)C(F)(F)F (stereo not drawn)	1	30
COc1ccc(-c2nc3s/c(=C\c4ccccc4Br)c(=O)n3n2)cc1	6	-2
O=C(Nc1cc(Cl)ccc1Cl)c1cc([N+](=O)[O-])nn1Cc1ccccc1	-7	-3
O=C(Cc1csc(NC(=O)c2cccs2)n1)NO	72*	15
Cc1nc(C)c(-c2ccc(SCC(=O)Nc3ccc4c(c3)OCCO4)nn2)s1	-2	-13
Cc1cccc(C(=O)N2N=C(C(F)(F)F)CC2(O)c2ccc(Br)cc2)c1 (stereo not drawn)	1	72*
COC(=O)c1ccc2c(c1)C(=O)C(=Cc1ccc(OC)cc1)O2	-5	8
COc1ccc(NC(=O)CCc2nc3sc4c(c3c(=O)[nH]2)CCCCC4)cc1Cl	2	-3
CC(=O)N1CCc2c(sc(NC(=O)c3ccccc3Br)c2C(N)=O)C1	1	26
Nc1ccccc1NCCOc1ccccc1	2	79*
Fc1cc(Br)ccc1CSc1nc2ncccc2[nH]1	-2	-6
CCOCCCNC(=O)c1ccc2c(c1)NC(=O)C1CCCCN21 (stereo not drawn)	1	-11
COc1ccc(C2CC(=O)C(C)C(c3ccc(OC)cc3)N2)cc1 (stereo not drawn)	-10	-7
Cc1ccc(NC(=O)c2cn3c(n2)CCCC3)cc1F	-6	-2
O=C(CSc1nnc(-c2ccncc2)n1-c1ccccc1)c1c[nH]c2ccccc12	-8	2
O=S(=O)(c1ccccc1)N1CCC(N2CCCCCC2)CC1	2	-2
O=C(CSc1nnc2ccccn12)Nc1cccc(C(F)(F)F)c1	-2	-10
CS(=O)(=NS(=O)(=O)c1cccc2nonc12)c1ccc(Cl)cc1 (stereo not drawn)	2	.
COc1ccc(N2CCN(S(=O)(=O)c3ccc(C)cc3)C(C)C2=O)cc1 (stereo not drawn)	1	5
Cc1ccc(C2CCCN2C(=O)C(C)(C)C)cc1 (stereo not drawn)	-1	0
O=C(O)C1C2C=CC3(CN(C/C=C/c4ccccc4)C(=O)C13)O2 (stereo not drawn)	-7	2
CC(=NNc1ccccc1)c1cc2cc(Br)ccc2oc1=O	-5&-9	.
NC(=O)C1(c2ccccc2Cl)CC1	-3	1
CN=C1S/C(=C/c2ccc(C)s2)C(=O)N1C	.	-1
Cc1ccc(S(=O)(=O)NCCc2ccc(S(N)(=O)=O)cc2)cc1	-2	-1
COCC1CCCN(CC(=O)Nc2ccc(C(F)(F)F)cc2)C1 (stereo not drawn)	-5	-13
CCCc1cc(=O)[nH]c(SCC(=O)N2CCN(c3ccccc3)CC2)n1	-7	.
CCC(C)NC(=O)CNC(=O)c1nn(-c2ccc(OC)cc2OC)c(=O)c2ccccc12 (stereo not drawn)	4	4
CSc1nc2c(c(=O)n1C1CCOC(C)(C)C1)C1(CCCC1)Cc1ccccc1-2 (stereo not drawn)	-1&1	-6&-2
CCOc1ccc(-c2csc(-c3cc4cccc(OC)c4oc3=O)n2)cc1	-2	-1
CN(C)C(=O)N1CCCC(C(=O)NCc2ccc(F)cc2Cl)C1 (stereo not drawn)	-19	-7

Compound profiles, from the list above. Screens in order: Pf apPOL inh, mHTT-CaM PPI inh
O=C(CSc1nnc(-c2ccncc2)n1-c1ccccc1)c1c[nH]c2ccccc12 in the list: -8, 2
CC1(C(=O)N2CCN(c3ccc([N+](=O)[O-])cc3)CC2)CC1(Cl)Cl (stereo not drawn) in the list: -4, 36
O=C(O)C1C2C=CC3(CN(C/C=C/c4ccccc4)C(=O)C13)O2 (stereo not drawn) in the list: -7, 2
CCCc1cc(=O)[nH]c(SCC(=O)N2CCN(c3ccccc3)CC2)n1 in the list: -7, .

The listing continues:
SMILES	Pf apPOL inh	mHTT-CaM PPI inh
COc1cccc(CNC(=O)C2(C)CCCN(C(=O)Nc3ccc(OC)c(OC)c3)C2)c1 (stereo not drawn)	9	-5
CCOC(=O)C(C)Oc1ccc2c3c(c(=O)oc2c1)CCC3 (stereo not drawn)	-2	-3
COCCN1C(=O)CCc2cc(NS(=O)(=O)c3ccccc3C)ccc21	-3	-3
COc1ccc(-c2ncc3c(n2)CCN(C(=O)Nc2ccccc2C(F)(F)F)C3)cc1	-4	1
COC(=O)c1cc(C=C2CSc3ccc(Cl)cc3C2=O)cn1C	6	.
O=C(Nc1ccc(Br)cc1)N1CCCC1c1ccc(F)cc1 (stereo not drawn)	-3	-8
CC(C)c1nc(CN2CCCCC2)cc(=O)[nH]1	-4	-10
CCC1(CC)OC2c3cc([N+](=O)[O-])ccc3OC(C)N2c2ccccc21 (stereo not drawn)	0	18
C=CCNC(=O)c1cc(S(=O)(=O)N2CCc3ccccc32)ccc1F	-3	-5
COCCn1c(C)cc(O)c(C(c2cccnc2)N2CCN(c3ccccn3)CC2)c1=O (stereo not drawn)	-8	-12
Cc1ccc2nc(NC(=O)CSC3=NN4CCCC(=O)N=C4S3)sc2c1	-5	4
CN(C)C(=S)SCc1nc(-c2ccc(Cl)cc2)no1	7	.
O=[N+]([O-])c1ccc(-c2nnc(-c3ccco3)o2)cc1	2	6
O=C(NCc1ccccn1)C(=O)Nc1ccc(F)cc1F	2	-16
COc1ccc(C(C#N)C(C)C)cc1OC (stereo not drawn)	-1	.
Cc1cccc2nnc(N3CCC(C(=O)NCC4CCCCC4)CC3)n12	2	1
Cc1ccc(C)c(OCCn2cc(C=C3C(=O)N(C)C(=O)N(C)C3=O)c3ccccc32)c1	-2	5
CCOc1cc(/C=C2/C(=N)N3C=CSC3=NC2=O)ccc1OCCCOc1ccc(OC)cc1	0	14
CCCCN(CC)S(=O)(=O)c1ccc(C(=O)Nc2nnc(-c3ccc(OC)cc3)o2)cc1	-3	3
Cc1ccc(C)c(CN2CCSCC2)c1	-4	-3
COc1ccc(C(=O)Nc2c3c(nn2-c2cccc(Cl)c2)CSC3)cc1OC	-5	57*
COc1cc(Br)cc(/C=C2\C(=O)NC(=O)N(c3ccc(Cl)cc3)C2=O)c1O	-5	7
O=C(O)c1ccc(NC(=O)C(Cl)Cl)cc1	-6	-1
CC(Oc1ccccc1)C(=O)N[C@@H]1C(=O)N2[C@@H]1SC(C)(C)[C@@H]2C(=O)OCC1CCCCC1 (stereo partly drawn)	0	12
COc1ccc(C(=O)Nc2ccc(Br)cn2)cc1OC	-4	0
CCc1noc2nc(C)nc(NCC3CCCO3)c12 (stereo not drawn)	-1	-4
COc1cccc(C2=CC(c3cccc(OC)c3OC)n3ncnc3N2)c1 (stereo not drawn)	-5	25
O=C(C1CCCCC1)N1CCCN(Cc2noc(-c3ccccc3)n2)CC1	0	-4
CCN(CC)CC(=O)Nc1sc2c(c1C#N)CCC(C)C2 (stereo not drawn)	5	.
CC(C=NO)=NNc1ccccc1	-1	.
CSc1nc(N)nc(SCC(=O)C(C)(C)C)c1C#N	.	-8
CSc1ccc(CNC(=O)c2cn3c(n2)COCC3)cc1	-7	4
COc1ccc(S(=O)(=O)Oc2ccc3c(c2)OC(=Cc2ccc(OC)cc2OC)C3=O)cc1	-7	-10
c1cnc(N2CCN(Cc3ccc4c(c3)OCO4)CC2)nc1	0&-2	-2
O=C(Nc1ccc2cn[nH]c2c1)c1ccc([N+](=O)[O-])o1	9	1
O=C(O)c1ncnc2nc[nH]c12	.	99*
COc1c(Cl)cc(C(=O)Nc2ccc(F)cc2)cc1Cl	-2	-14
CCOC(=O)NCC1(C)CC(NC(=O)OCC)CC(C)(C)C1 (stereo not drawn)	-2	-1
CCCc1cc(C2CCCN2C(=O)c2ccnn2C)no1 (stereo not drawn)	2	0
COc1ccc(CCNc2cc(C(C)C)c(C#N)c3nc4ccccc4n23)cc1OC	-60	-3
CCc1cc(C2CCCN2Cc2ccc(C)cc2)on1 (stereo not drawn)	0	-6
O=C(O)CCc1oc2cc(O)ccc2c(=O)c1-c1nc2ccccc2[nH]1	2	4
COc1cc2c(cc1OC)C(C(=O)O)C(c1ccc(C)o1)N(C)C2=O (stereo not drawn)	-3	-3
CCCc1nc(-c2ccccc2O)n(-c2ccccc2)n1	5	3
Cc1cc(OCC(=O)Nc2ccc3oc(-c4cccnc4)nc3c2)cc(C)c1Cl	-2	14
COc1ccc(CNc2oc(COc3ccc(OC)cc3)nc2C#N)cc1	0	20
COc1ccccc1NC(=O)N1CCN(C2=CC3=NC(C)CN3C=N2)CC1 (stereo not drawn)	0	4
O=c1[nH]c(-c2ccccc2)nc2c1CCN(S(=O)(=O)c1cccc3cccnc13)C2	-6	1
COc1ccc(C=C2Oc3cc(OC(=O)C4CC4)ccc3C2=O)cc1OC	-11	0
COc1cc(SC)ccc1C(=O)Nc1ccc2c(c1)OCCO2	-3	1

Further compounds:
SMILES	Pf apPOL inh	mHTT-CaM PPI inh
COCCC1CCN(C(=O)CCC(C)C)CC1	-1	-7
OCCN1CCN(CCOc2cccc(Cl)c2)CC1	-8	10
CCc1ccccc1N(C)C(=O)c1nn(-c2ccc(OC)cc2)c(=O)c2ccccc12	-8	30
O=C(NC1CCCC1)C1CCN(c2cnc(N3CCCCC3)nc2)CC1	-1	-8
CC(C)C(=O)N1CCc2ccc(NC(=O)C34CC5CC(CC(C5)C3)C4)cc2C1	0	19
Cc1ccc(C(=O)N2CCN(c3ccc(NC(=O)c4ccccc4C)cn3)CC2)cc1	-4	5
CCc1ccccc1N1CCN(C(=O)C2CCC2)C(C)C1=O (stereo not drawn)	-6	0
CCN(CC)c1ccc(NC(=O)COc2ccccc2OC)cc1	-3	56*
CC(C)CNC(=O)c1cc2c(s1)CN(C1CC1)C2	-1	-11
O=C(NC1CCCC1)C1CCCN(c2nnc3ccc(Cl)cn23)C1 (stereo not drawn)	-1	-2
CC1=NOC(=O)/C1=C/c1ccc(OCc2cccc(F)c2)c(Cl)c1	-4	1
CCC(=O)N1c2ccccc2-c2nnc(SC)nc2OC1c1ccc(OC)cc1 (stereo not drawn)	-87	12
CC1(C)CC(=O)C=C(NCCN2CCOCC2)C1	0	-1

An excerpt of these results, in markdown:
| mol | Pf apPOL inh | mHTT-CaM PPI inh |
| --- | --- | --- |
| OCCN1CCN(CCOc2cccc(Cl)c2)CC1 | -8 | 10 |
| CC(C)CNC(=O)c1cc2c(s1)CN(C1CC1)C2 | -1 | -11 |
| CCc1nccn1Cc1nc(-c2cccc(OC)c2)no1 | -4 | 1 |

Four entries drawn at random from the list so far, as already listed:
SMILES	Pf apPOL inh	mHTT-CaM PPI inh
COC(=O)c1ccc2c(c1)C(=O)C(=Cc1ccc(OC)cc1)O2	-5	8
COc1c(Cl)cc(C(=O)Nc2ccc(F)cc2)cc1Cl	-2	-14
COc1ccccc1CC(=O)N1CCC(CCOc2cccnc2)CC1	-5	10
COc1cc(SC)ccc1C(=O)Nc1ccc2c(c1)OCCO2	-3	1
